High-throughput results (PubChem BioAssay)
TEAD-YAP inh: TEAD-YAP interaction inhibition, primary screen, TEAD-YAP interaction inhibitor project, luminescence, HEK-TIYL cells | TEAD-Gal4/YAP UAS-luciferase luminescence | inhibition, % at 9.12 µM | actives 1.4% (n = 640,000) | AID 1259422, 2018; in the data active means inhibition above about 32%;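 further: 0% = median of test compound wells and 100% = reference inhibitor wells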
MITF inh: MITF inhibitors, primary screen, biochemical, AlphaScreen, human; actives 0.91% (n = 650,000); AlphaScreen MITF homodimerization, bead proximity signal; inhibition, % at 2.6 µM; Microphthalmia-associated transcription factor (Homo sapiens), O75030; AID 1259374, 2018; in the data active means inhibition above about 50%;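 further: 0% = vehicle wells with protein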
Target sequence (O75030 whole entry, looked up): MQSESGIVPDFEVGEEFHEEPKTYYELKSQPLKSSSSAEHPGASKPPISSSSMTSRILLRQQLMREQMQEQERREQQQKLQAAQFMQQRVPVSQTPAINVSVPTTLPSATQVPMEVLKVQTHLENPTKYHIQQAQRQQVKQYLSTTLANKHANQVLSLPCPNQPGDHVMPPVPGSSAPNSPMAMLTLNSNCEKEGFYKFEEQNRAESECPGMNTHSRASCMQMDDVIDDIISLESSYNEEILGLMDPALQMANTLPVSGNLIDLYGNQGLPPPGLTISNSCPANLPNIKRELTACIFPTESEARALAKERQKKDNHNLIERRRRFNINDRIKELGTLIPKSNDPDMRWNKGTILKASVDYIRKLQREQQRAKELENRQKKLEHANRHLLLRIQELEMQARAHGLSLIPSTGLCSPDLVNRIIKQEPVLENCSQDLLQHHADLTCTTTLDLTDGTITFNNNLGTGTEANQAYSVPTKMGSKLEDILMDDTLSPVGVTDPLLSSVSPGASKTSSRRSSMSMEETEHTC
GPR151 ag: activators of human GPR151, primary screen, cell-based, PathHunter beta-arrestin, luminescence. G-protein coupled receptor 151 (Homo sapiens), Q8TDV0. PathHunter beta-arrestin GPR151 cells. activation, % at 11.2 µM. actives 1% (n = 650,000). AID 1508602, 2020; in the data active means activation above about 4.9%;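 further: 0% = median of compound wells and 100% = cells with positive control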
Target sequence (Q8TDV0 whole entry, looked up): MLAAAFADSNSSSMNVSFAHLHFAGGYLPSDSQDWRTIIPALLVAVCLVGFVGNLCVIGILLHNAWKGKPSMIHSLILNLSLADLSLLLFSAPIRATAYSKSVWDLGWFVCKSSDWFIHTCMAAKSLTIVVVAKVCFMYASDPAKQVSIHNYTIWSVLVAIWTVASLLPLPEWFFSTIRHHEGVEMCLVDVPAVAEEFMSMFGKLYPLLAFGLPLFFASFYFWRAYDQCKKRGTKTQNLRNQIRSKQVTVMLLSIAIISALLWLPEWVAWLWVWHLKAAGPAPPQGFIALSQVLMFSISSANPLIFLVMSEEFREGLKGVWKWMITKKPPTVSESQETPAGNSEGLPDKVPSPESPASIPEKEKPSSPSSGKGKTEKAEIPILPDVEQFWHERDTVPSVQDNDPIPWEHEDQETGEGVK
FBW7 activator: FBW7 E3 ligase activators, primary screen, biochemical, AlphaScreen, human; normalized activity (activation), % at 26.1 µM; F-box/WD repeat-containing protein 7 (Homo sapiens), Q969H0; actives 0.13% (n = 650,000); AlphaScreen FBW7–phospho-cyclin E peptide binding, activator screen; in the data active means normalized activity above about 1.9%;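 further: purified mutant Fbw7 with reduced substrate affinity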
* hit, by the source's call.

canonical_smiles | TEAD-YAP inh | MITF inh | GPR151 ag | FBW7 activator
CCc1nc2sc(C(c3ccccc3F)N3CCC(O)CC3)c(O)n2n1 (configuration not stated) | 8 | -10 | -1.1 | 0.0
O=C(O)/C=C\C(=O)Nc1ccc(Br)cc1 | 5 | 4 | 0.7 | -0.1
Cc1cccc(Nc2nc(CC(=O)NCCOc3ccc(F)cc3)cs2)n1 | 11 | 4 | 0.0 | -0.1
Cc1nc2c3ccccc3nc(NNC(=O)CCC(=O)NCCN3CCOCC3)n2n1 | -5 | -6 | -1.0 | 0.0
O=C(c1ccc(Cl)cc1)n1cc(C(F)(F)F)ccc1=O | 8 | -3 | 3.3 | -0.1
C=CCC(NCc1ccco1)c1ccccc1 (configuration not stated) | 0 | 40 | -0.2 | -0.3
O=C(Nc1cccc(F)c1)c1cc(S(=O)(=O)NCc2ccccc2)ccc1F | 6 | 23 | -0.1 | 0.2
Cc1cccc(C(=O)NC(Nc2ccc(S(N)(=O)=O)cc2)C(Cl)(Cl)Cl)c1 (configuration not stated) | 7 | 4 | -1.2 | 0.1
CC(C(=O)N(C)Cc1ccccc1)N1CCN(C/C=C/c2ccccc2)CC1 (configuration not stated) | -5 | 59* | -1.1 | -0.3
CCOc1ccc(C(=O)CCC(=O)Nc2ccccc2C)cc1 | 8 | 2 | -1.2 | 0.1
Cc1cc(NC(=O)c2ccc(Cl)c(S(=O)(=O)N3CCCCCC3)c2)no1 | 3 | -7 | -0.6 | 0.0
CS(=O)(=O)N1CCC(C(=O)Nc2ccccc2-c2nc3ccccc3s2)CC1 | -12 | -10 | -0.8 | -0.2
O=C(c1cccc2ccccc12)N1CCN(c2ccccc2)CC1 | 14 | 1 | -1.5 | 0.0
O=c1cc(-c2ccc3c(c2)OCCO3)oc2ccc(F)cc12 | 4 | 12 | -0.4 | -0.1
O=C(Nc1cccc([N+](=O)[O-])c1)C1CC(=O)N(C2CCCCC2)C1 (configuration not stated) | 12 | 16 | -1.3 | 0.8
O=S(=O)(c1ccc(-n2cnnn2)cc1)N1CCNCC1 | 7 | 1 | 1.2 | 0.1
N#Cc1ccccc1CSc1nsc(SCc2ccccc2C#N)c1C#N | -1 | -2 | 0.4 | -0.3
O=C(O)CCCNC(=O)CCCNC(=O)C(c1ccccc1)c1ccccc1 | 3 | 8 | 1.0 | 0.1
C=CCN(CC=C)Cc1c(C(=O)N2CCOCC2)nc2ccccn12 | 5 | -3 | 0.5 | -0.1
CCOC(=O)C1=C(C)N=c2s/c(=C\c3ccc(OCc4ccccc4Cl)c(OCC)c3)c(=O)n2C1c1ccc(OC)cc1 (configuration not stated) | -7 | -10 | -0.9 | 0.0
CCc1ccc2c(c1)-c1c(ssc1=S)C(C)(C)N2 | 3 | 23 | 1.1 | -1.1
S=c1nc(-c2ccccc2)[nH][nH]1 | -24 | -4 | -0.5 | 0.0
CN1CCN(CC(=O)Nc2ccc(Cl)cc2Cl)CC1 | -2 | -8 | -0.5 | -0.2
Cc1cccc(NC(=O)C2CCCN2C(=O)NC2CCCCC2)c1C (configuration not stated) | 5 | -4 | 2.4 | -0.1
Cc1ccc(-n2c(SCC(=O)OCc3ccccc3)nc3c(sc(=S)n3-c3ccc(C)c(C)c3)c2=O)cc1 | -5 | 15 | 0.0 | 0.1
Cc1cc(-c2cnc(N3CCCC3)nc2C2CCCN(Cc3ccnn3C)C2)on1 (configuration not stated) | 30 | -11 | -0.7 | 0.1
O=[N+]([O-])c1ccc(C(O)Cn2cccn2)cc1 (configuration not stated) | -7 | -3 | -1.0 | 0.3
Nc1nc2nc(-c3ccc(F)cc3)c(CCN3CCOCC3)cn2n1 | 5 | -3 | 0.5 | 0.1
COCCn1nnnc1C(CC(C)C)N1CCN(Cc2ccc3c(c2)OCO3)CC1 (configuration not stated) | -4 | 3 | 0.6 | -0.1
COc1ccc(-c2nc(N)c3ncn(C(C)C)c3n2)cn1 | -10 | -14 | 0.5 | 0.0

Continued; the last seven above are carried over.
canonical_smiles | TEAD-YAP inh | MITF inh | GPR151 ag | FBW7 activator
Cc1cccc(NC(=O)C2CCCN2C(=O)NC2CCCCC2)c1C (configuration not stated) | 5 | -4 | 2.4 | -0.1
Cc1ccc(-n2c(SCC(=O)OCc3ccccc3)nc3c(sc(=S)n3-c3ccc(C)c(C)c3)c2=O)cc1 | -5 | 15 | 0.0 | 0.1
Cc1cc(-c2cnc(N3CCCC3)nc2C2CCCN(Cc3ccnn3C)C2)on1 (configuration not stated) | 30 | -11 | -0.7 | 0.1
O=[N+]([O-])c1ccc(C(O)Cn2cccn2)cc1 (configuration not stated) | -7 | -3 | -1.0 | 0.3
Nc1nc2nc(-c3ccc(F)cc3)c(CCN3CCOCC3)cn2n1 | 5 | -3 | 0.5 | 0.1
COCCn1nnnc1C(CC(C)C)N1CCN(Cc2ccc3c(c2)OCO3)CC1 (configuration not stated) | -4 | 3 | 0.6 | -0.1
COc1ccc(-c2nc(N)c3ncn(C(C)C)c3n2)cn1 | -10 | -14 | 0.5 | 0.0
CCN(CC)CCCNC(=O)c1ccc2c(=O)n(CCOC)c(=S)[nH]c2c1 | 10 | -11 | -0.9 | 0.0
CCOc1ccc2c(C)nc(NC3=NC(C)(C)C=C(C)N3)nc2c1 | 12 | 3 | -0.8 | -0.3
COc1ccc2c(c1)cc(C)c1nn(CO)c(=O)n12 | -9 | 6 | -0.7 | 0.1
c1ccc2c(c1)nc(NCc1ccncc1)n2CCN1CCOCC1 | 0 | 11 | 2.0 | 0.2
FC(F)(F)c1nc(Cl)c2nnn(Cc3ccccc3)c2n1 | 1 | 11 | -0.1 | 0.0
COC(=O)c1ccc(NC(=O)CN(c2ccc3c(c2)OCO3)S(C)(=O)=O)cc1 | -6 | -3 | -1.1 | 0.0
Cc1cccc(C(=O)NNC(=O)C(C)Oc2ccc(Cl)cc2Cl)c1 (configuration not stated) | 13 | -5 | -0.5 | 0.1
CCCCn1c(=NC(=O)c2cc(OC)c(OC)c(OC)c2)c(C(=O)OCC)cc2c(=O)n3ccccc3nc21 | 9 | -1 | -1.0 | 0.7
O=C(CN1C(=O)/C(=C\c2cccs2)SC1=S)Nc1ccc(O)c(C(=O)O)c1 | 12 | 20 | -2.1 | -0.1
COc1ccc(C(=O)C2CCCN(C(=O)CCc3c(C)noc3C)C2)cc1 (configuration not stated) | 1 | 8 | 0.3 | 0.0
COC(=O)[C@H]1CCc2ccccc2N1C(=O)c1cccs1 | 3 | 6 | -0.1 | 0.3
COc1cc(C=O)ccc1OCCOCCOc1ccc(I)cc1 | 8 | -3 | 2.2 | 0.1
COc1ccccc1N(CC(=O)Nc1ccccc1C(=O)N1CCOCC1)S(C)(=O)=O | 2 | -10 | -0.1 | 0.1
COc1cc2nc(CN3CCC4(C=Cc5ccccc54)CC3)nc(N)c2cc1OC | 3 | 13 | 0.4 | -0.1
COc1ccccc1C(=O)N1CCc2ccccc21 | 4 | 5 | 0.2 | 0.2
CCOC(=O)c1c(C(C)(C)C)oc2ccc(OCC(=O)OC(C)(C)C)cc12 | 4 | 1 | 0.5 | 0.0
O=C(CSc1cccc[n+]1[O-])c1cc(Cl)ccc1Cl | -27 | 13 | -0.3 | 0.1
O=C1COc2cc(-c3c(NC4CCCCC4)c(=O)c3=O)ccc2N1 | -6 | 4 | 14* | 0.0
CC1CCCC(N2C(=O)C3C(c4ccccc4)C=CC(c4ccccc4)C3C2=O)C1C (configuration not stated) | -7 | 17 | 1.2 | 0.8
COc1ccc(C(=O)Nc2ccccc2C(=O)NC(C(=O)Nc2ccccc2C)C(C)C)cc1 (configuration not stated) | 6 | 4 | 1.4 | 0.3
CN(C)c1cccc(Nc2nc(NCc3cccnc3)c3ncn(-c4ccccc4)c3n2)c1 | 7 | 12 | 2.3 | 1.0
c1cn(-c2ccc(Nc3nc4ncnc(NCCN5CCOCC5)c4[nH]3)cc2)cn1 | -6 | 88* | 1.2 | -0.1
Fc1ccc2c(c1)c1nc3ccccc3nc1n2Cc1cc(Cl)cc2c1OCOC2 | 3 | 0 | 0.1 | 0.1
Cc1cc(C)n2c(SCC(=O)Nc3c(Cl)cccc3Cl)nnc2n1 | 0 | -4 | 0.0 | 0.1
O=C(Nc1ccc(N2CCCC2)c(Cl)c1)c1cccs1 | -48 | -1 | -3.6 | 0.5
COc1cc(C)ccc1S(=O)(=O)N1CCCC1 | 0 | 17 | 0.8 | 1.8
O=C1C(=O)N(Cc2cccnc2)C(c2ccc(Br)cc2)/C1=C(\O)c1ccc(Cl)cc1 (configuration not stated) | 6 | -17 | -0.6 | 0.0
COc1ccc(Cc2nnc(SCC(=O)c3ccc(F)cc3)n2C)cc1 | -16 | -2 | -0.8 | 0.1
O=C1OC(C(=O)Nc2ccccc2C(=O)O)Cc2ccccc21 (configuration not stated) | 3 | 3 | -5.9 | 0.1
COc1ccc(C)cc1NC(=O)c1sc2ncnc(N3CCN(c4ccccn4)CC3)c2c1C | -5 | -13 | 0.5 | -0.1
COc1ccc(/C(C)=N/N2CCCCC2)c(O)c1 | 8 | -1 | 0.3 | 0.0
c1ccc(Nc2nnc(-c3cnccn3)s2)cc1 | -38 | -2 | -2.0 | 0.1
c1ccc(-c2cc(NC3CC3)ncn2)cc1 | -26 | 0 | -1.2 | -0.1
CCOC(=O)c1cnc2c(Cl)cccc2c1Nc1ccc(C)cc1 | 9 | 6 | -0.4 | 0.2
CCCCN(C)CCCN(Cc1ccco1)C(=S)Nc1ccc(C)c(C)c1 | -6 | 7 | 0.6 | 0.0
COc1cc2nc(SCC(=O)Nc3ccc(C(C)C)cc3)n(CCc3ccc(S(N)(=O)=O)cc3)c(=O)c2cc1OC | 11 | 43 | 0.6 | -0.3
COCC(=O)Nc1ccc(N(C)C)cc1 | -14 | 17 | 1.9 | 0.1
CCN(CC)C(=O)C1CCCN(c2ccc(-n3cc(CC(=O)Nc4ccccc4)c4ccccc43)nn2)C1 (configuration not stated) | -1 | 20 | 3.2 | -0.1
Cc1cccc(N(CC(=O)NCCSCc2ccco2)S(=O)(=O)c2ccccc2)c1 | 3 | 16 | -1.1 | -0.1
Cc1ccc(Nc2ncnc3ccccc23)cc1Cl | -76 | 2 | 0.8 | 0.1
O=C(O)c1cccc(Nc2ncnc3sccc23)c1 | 2 | 7 | -7.3 | 0.0
COc1ccc(N2CCN(C(CC(=O)c3ccc(F)cc3)C(=O)O)CC2)cc1 (configuration not stated) | 0 | 4 | 0.9 | 0.0
O=c1ccn2c(n1)OC1C(O)C(CO)OC12 (configuration not stated) | 2 | 12 | -1.2 | 1.0
O=C(Cc1cn(-c2ccc(Nc3ccc(-n4ccnc4)cc3)nn2)c2ccccc12)NC1CC1 | -10 | 0 | -0.3 | -0.1
CC(C)C(NS(=O)(=O)c1ccc2c(c1)oc(=O)n2C)C(=O)NC1CCCC1 (configuration not stated) | 7 | -15 | 0.9 | -0.1
Cc1cc(Nc2ccccc2)nc(Nc2ccncc2)n1 | -14 | 2 | 1.2 | 0.0
Cn1cc(CNC(=O)CC2C(=O)NCCN2Cc2cccc3ccccc23)cn1 (configuration not stated) | -2 | -6 | -1.1 | 0.1
O=C1CCC(C(=O)N2CCCC(CNC(=O)c3ccc(-c4ccccc4)cc3)C2)=NN1 (configuration not stated) | -20 | 8 | 0.7 | 0.2
O=C(Nc1cc(Oc2ccc(F)cc2)cc([N+](=O)[O-])c1)c1cc2nc(-c3cccs3)cc(C(F)(F)F)n2n1 | -1 | 5 | -1.9 | 0.0
O=C(CCCCCn1c(=S)[nH]c2ccccc2c1=O)NCCSCc1ccccc1 | -19 | 2 | 0.2 | 0.0
CN(Cc1cc(-c2ccccc2)on1)C(=O)CC1C(=O)NCCN1Cc1cccc(F)c1 (configuration not stated) | 5 | -7 | -0.2 | -0.2
N#Cc1cc(NC2CCCCC2)c([N+](=O)[O-])cc1C#N | -3 | 17 | 2.0 | 0.2
CCOC(=O)C1=C(C)N=c2s/c(=C\c3cc(Cl)cc(Cl)c3O)c(=O)n2C1c1cccc(OC)c1 (configuration not stated) | -10 | -2 | 0.0 | -0.1
COC(=O)c1ccc(C(=O)OC)c(NC(=O)c2ccc([N+](=O)[O-])cc2)c1 | -4 | -4 | -0.1 | 0.0
CCCCN(C)C(=O)c1cn(C)c2ccc(S(=O)(=O)N3CCC(C)CC3)cc2c1=O | 4 | 3 | 0.1 | -0.3
COC(=O)CN1C(=O)S/C(=C\c2cc3c(cc2[N+](=O)[O-])OCO3)C1=O | 1 | 2 | 0.5 | -0.4
CCC1c2ccc(C)n2CCN1C(=O)Nc1cc(Cl)ccc1C(=O)OC (configuration not stated) | -6 | 13 | -0.4 | -0.1
CCCN(CCC)S(=O)(=O)c1ncn[nH]1 | 11 | 9 | -0.9 | 0.1
CCc1ccccc1NC(=O)Cc1nc(-c2ccc(OC)cc2)no1 | 0 | 7 | 0.7 | 0.3
